Assay outcomes as filed in PubChem.
CHT block – inhibitors of human choline transporter CHT. CHT-expressing cells, membrane potential dye, choline response; stronger effect = lower value. B-score at 10 µM. actives 0.86% (n = 310,000). AID 488975;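 active = B-score over 3 SD under the library average, and starting fluorescence ratio not unusually high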;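 note: choline stimulus applied at its EC90 after an EC20 pre-addition; B-score computed on integrated fluorescence ratio after choline addition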
KCNQ2 inh – KCNQ2 channel blockers in CHO-K1 cells – cell-based, FluxOR thallium flux, B-score, primary screen (AID 2156); O88943; 20 min; stronger effect = lower value; actives 1.1% (n = 310,000); B-score at 10 µM;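 active = fluorescence ratio B-score at most minus 3 library SDs, with starting brightness B-score within 2 library SDs, cut at about -5.5 in these data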
Target sequence (O88943 whole entry, looked up): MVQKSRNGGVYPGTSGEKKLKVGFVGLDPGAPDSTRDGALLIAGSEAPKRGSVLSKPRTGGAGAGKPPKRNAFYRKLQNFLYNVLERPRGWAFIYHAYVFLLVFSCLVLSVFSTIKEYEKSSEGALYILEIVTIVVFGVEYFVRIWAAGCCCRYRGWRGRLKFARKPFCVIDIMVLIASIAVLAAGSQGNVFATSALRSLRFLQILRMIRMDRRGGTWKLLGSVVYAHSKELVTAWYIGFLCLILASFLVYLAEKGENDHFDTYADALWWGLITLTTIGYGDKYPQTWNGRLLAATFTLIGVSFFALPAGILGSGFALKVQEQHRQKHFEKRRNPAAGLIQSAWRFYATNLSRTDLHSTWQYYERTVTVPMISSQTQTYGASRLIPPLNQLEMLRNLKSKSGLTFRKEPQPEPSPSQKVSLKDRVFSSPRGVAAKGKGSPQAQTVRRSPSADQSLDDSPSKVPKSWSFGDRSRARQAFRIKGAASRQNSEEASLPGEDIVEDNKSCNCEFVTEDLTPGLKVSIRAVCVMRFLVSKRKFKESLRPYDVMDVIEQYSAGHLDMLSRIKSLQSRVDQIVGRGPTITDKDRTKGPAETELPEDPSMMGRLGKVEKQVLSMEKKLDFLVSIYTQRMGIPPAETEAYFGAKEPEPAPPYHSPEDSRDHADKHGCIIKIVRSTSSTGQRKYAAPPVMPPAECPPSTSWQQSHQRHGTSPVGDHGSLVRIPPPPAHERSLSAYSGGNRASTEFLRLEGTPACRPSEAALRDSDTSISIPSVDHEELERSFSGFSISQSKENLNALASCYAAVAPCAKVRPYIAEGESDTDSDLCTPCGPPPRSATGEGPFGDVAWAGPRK
* hit, by the source's call; i = inactive; . = not tested or not shown.

SMILES	CHT block	KCNQ2 inh
Cc1ccc(S(=O)(=O)N(CC(=O)N=Nc2c(O)[nH]c3ccccc23)c2cccc(C)c2)cc1	i	i
C=CCn1c(SCC(=O)Nc2ccc(F)cc2F)nc2c([nH]c3ccccc32)c1=O	i	i
CC(=O)c1c(OC(=O)c2cccc(Cl)c2)c2ccccc2n1C	i	i
O=C1CSC(c2ccccc2)N1CC(O)c1ccc([N+](=O)[O-])cc1 (stereo not given)	i	i
CC1(C)Cc2c(cnn2-c2ccc(F)cc2)C(NC(=O)CCN2CCCCO2)C1 (stereo not given)	i	i
Cc1cccc(N2CCN(C(=O)CCC(=O)N3Cc4ccccc4Oc4ncccc43)CC2)c1C	i	i
O=C(NCCC(=O)N(CCc1ccccc1)Cc1ccccc1)c1ccccc1Cl	i	-6.71*
COc1ccc(CCNC2=C(Cl)C(=O)N(CCc3ccc(OC)c(OC)c3)C2=O)cc1OC	i	i
Cc1cc(C)n2nc(C(=O)OCC(=O)c3cc(C)n(C)c3C)nc2n1	i	i
CN(C)CCNc1c2c(nc3ccccc13)CCC2	i	i
COc1ccc(CC2S/C(=N/N=C/c3ccccc3O)NC2=O)cc1 (stereo not given)	i	i
COc1ccc(CCN2C(=S)N(C)C(=O)C2CC(=O)Nc2ccc(OC)cc2)cc1 (stereo not given)	i	i
O=C(Nc1ccnn1C1CCN(C/C=C/c2ccc(F)cc2)CC1)C1CCCC1	i	i
CCCc1cc(=O)[nH]c(SCc2nc3ccc([N+](=O)[O-])cc3[nH]2)n1	i	i
Cc1c(C(=O)N2CCOCC2)c(S(=O)(=O)Nc2cccc(C#N)c2)c(C)n1C	i	i
CCOc1ccc(C(=O)C(C)OC(=O)c2cnc(C)cn2)cc1 (stereo not given)	i	i
COc1ccc(C(Nc2ccccn2)c2c(NC(=O)c3ccco3)sc(C)c2C)cc1 (stereo not given)	i	i
c1coc(CN2CN=C(Nc3nc4ccccc4s3)NC2)c1	i	i
COc1cc(/C=C2/SC(=S)N(Cc3ccccc3)C2=O)ccc1OS(C)(=O)=O	i	i
CSc1ncc(C(=O)Nc2cc(C)ccc2C)c(C)n1	i	i
NC(=S)N/N=C1\c2ccccc2-c2c(C(=O)O)cccc21	i	i
O=CNCC(=O)NCCc1ccc(Cl)cc1	i	i
Cc1cccc(N=C2NC(=O)/C(=C/c3cccnc3)S2)c1	i	i
O=C(O)c1ccc(S(=O)(=O)c2ccccc2C(=O)O)c([N+](=O)[O-])c1	i	i
Cc1ccc(S(=O)(=O)CCC(=O)Nc2nc(C(C)(C)C)cs2)cc1	i	i
CCN(CC)C(=O)COc1ccc2c3c(c(=O)oc2c1C)CCCC3	i	i
CCC(C)n1nccc1NC(=O)C(C)OC(=O)c1cc2ccccc2[nH]1 (stereo not given)	i	i
COc1ccc(CN2CC(C(=O)NCCCN3CCCCCC3)CC2=O)cc1 (stereo not given)	i	i
COc1cc(C(=O)NCC(=O)OC(C)C(=O)Nc2ncc(Cl)cc2Cl)cc(OC)c1OC (stereo not given)	i	i
CCOc1ccc(S(=O)(=O)N(CC(N)=O)c2ccc(C)cc2)cc1	i	i
Cc1nc(N2CCN(c3ccccn3)CC2)c2c(C)c(C(=O)N3CCN(c4ccc(F)cc4)CC3)sc2n1	i	i
O=C(NNC(=S)Nc1ccccc1Cl)c1ccccc1	i	i
CNS(=O)(=O)c1ccc(NC(=O)C(CCSC)NC(N)=O)cc1 (stereo not given)	i	i
CCNC(=O)NC(=O)C(C)OC(=O)c1ccc(-n2nc(SC)sc2=S)cc1 (stereo not given)	i	i
NS(=O)(=O)c1ccc(CCNC(=O)NC2CCCCC2)cc1	i	i
O=S(=O)(c1cccc2cnccc12)N1CCNCC1	i	.
O=C(CSc1nnc(-c2cccnc2)n1Cc1ccco1)c1ccccc1	i	i
CCCCC1=CC2=CC(=O)C(C)(OC(=O)CC)C(=O)C2=CN1CCc1ccccn1 (stereo not given)	i	i
COC(=O)c1[nH]c2ccc(C)cc2c1NC(=O)CN1CCN(c2ccc(F)cc2)CC1	i	i
CCC(C(=O)OC)n1cnc2scc(-c3ccc(C)cc3)c2c1=O (stereo not given)	i	i
NC(=O)COC(=O)c1cc(=O)[nH]c2ccccc12	i	i
Cc1ccc(NC(=O)c2cccc(S(=O)(=O)N3CCCCC3)c2)cc1	i	i
NNC(=O)CCN1CCN(C(c2ccccc2)c2ccccc2)CC1	i	i
Cc1csc2nnc(N)n12	i	i
O=C(CCC(=O)N1CCN(S(=O)(=O)c2ccc(Cl)cc2)CC1)Nc1ccc(Cl)cc1Cl	i	i
O=C(CSc1nnnn1-c1ccccc1)Nc1ccc(Cl)cn1	i	i
CC(C)(C)NC(=O)Cn1nnc(-c2ccc(OCc3c(F)cccc3Cl)cc2)n1	i	i
O=C(NCCCSc1ccccc1)c1cc(Br)ccc1O	i	i
CCCCCc1ccc(-c2ccc(/C=C/C(N)=O)cc2)nc1	i	i
COc1ccc2c(c1)CCc1cc(C(=O)N3CCN(c4ccc(N5CCOCC5)nn4)CC3)sc1-2	i	i
CC(Sc1nc2ccccc2c(=O)n1CCc1ccc(S(N)(=O)=O)cc1)C(=O)NC(N)=O (stereo not given)	i	i
CC(C)c1ccc(NC(=O)[C@H](Cc2c[nH]c3ccccc23)NC(=O)[C@@H]2Cc3ccccc3CN2)cc1	i	-8.23*
CCC(C)NC(=O)c1ccc(CSCc2ccccc2Cl)o1 (stereo not given)	i	i
O=C1c2cccc3cccc(c23)C(=O)N1c1ccc2ncccc2c1	i	.
Cc1ccccc1Cn1nc(C)c(NC(=O)/C=C/c2cnn(C)c2)c1C	i	i
CCc1ccc(NC(=S)N(CCCN2CCN(C)CC2)Cc2cccs2)cc1	i	i
CN1CCSc2ccc(C(=O)NCc3ccccc3F)cc21	i	i
Nc1ccc(Oc2ccc3c(c2)C(=O)NC3=O)cc1	i	i
O=S(=O)(c1ccc(Cl)nc1)N1CCc2ccccc21	i	i
Cc1ccc(OCCC(=O)OCC(=O)NC2CCS(=O)(=O)C2)cc1 (stereo not given)	i	i

As a working copy, some entries already given:
SMILES	CHT block	KCNQ2 inh
Cc1ccc(NC(=O)c2cccc(S(=O)(=O)N3CCCCC3)c2)cc1	i	i
NNC(=O)CCN1CCN(C(c2ccccc2)c2ccccc2)CC1	i	i
Cc1csc2nnc(N)n12	i	i
O=C(CCC(=O)N1CCN(S(=O)(=O)c2ccc(Cl)cc2)CC1)Nc1ccc(Cl)cc1Cl	i	i
O=C(CSc1nnnn1-c1ccccc1)Nc1ccc(Cl)cn1	i	i
CC(C)(C)NC(=O)Cn1nnc(-c2ccc(OCc3c(F)cccc3Cl)cc2)n1	i	i
O=C(NCCCSc1ccccc1)c1cc(Br)ccc1O	i	i
CCCCCc1ccc(-c2ccc(/C=C/C(N)=O)cc2)nc1	i	i
COc1ccc2c(c1)CCc1cc(C(=O)N3CCN(c4ccc(N5CCOCC5)nn4)CC3)sc1-2	i	i
CC(Sc1nc2ccccc2c(=O)n1CCc1ccc(S(N)(=O)=O)cc1)C(=O)NC(N)=O (stereo not given)	i	i
CC(C)c1ccc(NC(=O)[C@H](Cc2c[nH]c3ccccc23)NC(=O)[C@@H]2Cc3ccccc3CN2)cc1	i	-8.23*
CCC(C)NC(=O)c1ccc(CSCc2ccccc2Cl)o1 (stereo not given)	i	i
O=C1c2cccc3cccc(c23)C(=O)N1c1ccc2ncccc2c1	i	.
Cc1ccccc1Cn1nc(C)c(NC(=O)/C=C/c2cnn(C)c2)c1C	i	i
CCc1ccc(NC(=S)N(CCCN2CCN(C)CC2)Cc2cccs2)cc1	i	i
CN1CCSc2ccc(C(=O)NCc3ccccc3F)cc21	i	i
Nc1ccc(Oc2ccc3c(c2)C(=O)NC3=O)cc1	i	i
O=S(=O)(c1ccc(Cl)nc1)N1CCc2ccccc21	i	i
Cc1ccc(OCCC(=O)OCC(=O)NC2CCS(=O)(=O)C2)cc1 (stereo not given)	i	i

Additional structures follow:
SMILES	CHT block	KCNQ2 inh
COc1ccc(NC(=O)CSc2nnc(C3CCCCC3)o2)c(OC)c1	i	i
Cc1ccc([N+](=O)[O-])cc1Nc1nc(N2CCOCC2)nc(N2CCOCC2)n1	i	i
C/C(CC(=O)Nc1ccc(Br)cc1)=N\NC(=O)Cc1csc(N)n1	.	i
CC(C)(C)CC(=O)OCC(=O)Nc1cc(C(C)(C)C)nn1-c1ccccc1	i	i
COc1ccc(NC(=S)Nc2cc(S(=O)(=O)N3CCCCC3)ccc2OC)cc1	i	i
Cc1ccccc1CS(=O)(=O)CC(O)CN1CCCC1=O (stereo not given)	i	i
COc1cccc(N2CCN(C(=O)CN(c3ccc(C)cc3)S(=O)(=O)c3c(C)n[nH]c3C)CC2)c1	i	i
CCOC(=O)C1=C(N)OC2=C(C(=O)CCC2)C1c1cccnc1 (stereo not given)	i	i
CSc1ccccc1C(=O)Nc1cc(C)ccc1C	i	i
CC(C)c1ccc(C(=O)NCCCN2CCN(CCCNC(=O)c3ccc(C(C)C)cc3)CC2)cc1	i	i
O=C(COC(=O)[C@@H]1CC(O)CN1S(=O)(=O)c1ccc2c(c1)OCCO2)Nc1ccccc1F (stereo not given in full)	i	i
CCN(CC)c1ncnc2c1cnn2C	i	i

Reprinted at random: 2 records from the list, in no set order.
SMILES	CHT block	KCNQ2 inh
CCN(CC)c1ncnc2c1cnn2C	i	i
O=C(COC(=O)[C@@H]1CC(O)CN1S(=O)(=O)c1ccc2c(c1)OCCO2)Nc1ccccc1F (stereo not given in full)	i	i

The results go on:
SMILES	CHT block	KCNQ2 inh
CCCCc1ccc(CC(=O)O)cc1	i	i
Nc1nnnn1/N=C/c1cccc(Oc2ccccc2)c1	i	i
C=C(C)COc1ccc(-c2n[nH]c(C)c2-c2ccccc2OC)c(O)c1	i	i
O=C(O)CCC(=O)OCC1CCCCC1	i	i
C=CCn1c(CSCc2ccccc2)nnc1SCC(=O)NCc1ccccc1	i	-5.55*
CC(NC(=O)CSc1nnc(COc2ccccc2)o1)c1ccccc1 (stereo not given)	i	i
CC(/C=C1\SC(=S)N(NS(=O)(=O)c2ccccc2)C1=O)=C\c1ccccc1	-5.81*	i
O=C(Nc1cccc(F)c1)c1ccc(S(=O)(=O)N2CCOCC2)cc1	i	i
CC(C)c1nc(SCC(=O)c2ccc(F)cc2)c2ccccc2n1	i	i
Cc1ccc(NC(=O)CNC(=O)c2ccc(C)s2)nc1	i	i
COc1ccc(OCC(=O)N/N=C\c2ccco2)cc1	i	i
COc1cc(NC(=O)CSc2nc3cc(C)ccc3cc2C)c(C(=O)O)cc1OC	i	i
Cn1ccnc1C(O)c1ccco1 (stereo not given)	i	i
COC(=O)C1(C(=O)OC)NOC2C(=O)N(c3ccccc3)C(=O)C21 (stereo not given)	i	i
CCCCCn1c(CN2CCN(C)CC2)nc2c1c(=O)n(C)c(=O)n2C	i	i
O=C(NCC(c1ccco1)N1CCN(c2ccccc2)CC1)C(=O)NC1CCCCC1 (stereo not given)	i	i
Cc1cccc(-c2nc3ccccc3c(=O)n2N)c1	i	i
Cc1ccc([C@@H]2C3COCC=C3C(C#N)=C(N)C2(C#N)C#N)o1 (stereo not given in full)	i	i
O=C(NC1CCN(C(=O)Nc2cccc(F)c2)CC1)c1ccco1	i	i
O=C(Nc1ccccc1)c1ccc(=O)n(Cc2cccc(Cl)c2)c1	i	i
O=Cc1cc2ccccc2nc1SCc1ccc(Cl)c(Cl)c1	i	i
CCC(C)NC(=O)C1CN(S(=O)(=O)c2ccccc2)CCN1S(=O)(=O)c1ccccc1 (stereo not given)	i	i
Cc1ccc(CN(C(=O)COc2ccc([N+](=O)[O-])cc2)C2CCS(=O)(=O)C2)o1 (stereo not given)	i	i
COCCCn1c(C(=O)N2CC(C)OC(C)C2)cc2c(=O)n3cccc(C)c3nc21 (stereo not given)	i	i
O=c1oc2ccccc2c2oc3cc(O)c(O)cc3c12	i	i
Cn1nc(C(C)(C)C)cc1C(=O)O	i	i
CCOC(=O)C(C)Sc1nc(N)c(NC(=O)c2ccc(OC)c(OC)c2)c(=O)[nH]1 (stereo not given)	i	i
CCCc1noc2c1C(c1cc(Br)ccc1F)C(C#N)=C(N)N2 (stereo not given)	i	i
O=c1c2ccccc2cnn1Cc1n[nH]c(=S)n1-c1ccc(F)c(Cl)c1	i	i
O=C(COc1ccccc1F)NC1CCN(Cc2ccccc2)CC1	i	i
CC1=C(C(=O)OC(C)C)C(c2ccc(Br)s2)NC(=O)N1C (stereo not given)	-5.12*	i
CC(=O)Nc1ccc(C(=S)NCc2ccco2)cc1	i	i
COc1ccccc1NC(=O)c1[nH]c(C)c(C(C)=O)c1C	i	.
CCOCCCNC(=O)C(NC(=O)c1ccccc1O)c1ccc(C)cc1 (stereo not given)	i	i
S=c1[nH]nc(-c2ccco2)n1/N=C/c1ccc(Cl)cc1	i	i
COc1ccc(COc2cc(-c3cccc(OC)c3)nc3ccc(NC(=O)c4ccc(C)cc4)cc23)cc1	i	i
O=C(Nc1ccccc1)NC1CS(=O)(=O)CC1O (stereo not given)	i	i
O=C(O)c1ccc(-n2ncc3c2/C(=C/c2cccc([N+](=O)[O-])c2)CC3)cc1	i	i
CCCOc1ccc(C(CC(=O)O)NS(=O)(=O)c2ccc(NC(C)=O)cc2)cc1 (stereo not given)	i	i
COc1cccc(NC(=O)C2C3C=CC(C3)C2C(=O)O)c1 (stereo not given)	i	i
FC(F)(F)c1ccc(N/N=C/c2cccnc2)nc1	i	i
CCc1ccc(-n2c(C)n[nH]c2=S)cc1	i	i
CC(C)NCC(O)COc1ccc(Br)cc1 (stereo not given)	i	i
Cc1c(Cl)cccc1Nc1nc(NCCO)c2ccccc2n1	i	i
CC1CN(C(=O)COC(=O)c2cccs2)CC(C)O1 (stereo not given)	i	i
CCC(=O)NC(c1cccs1)c1cc(Cl)c2cccnc2c1O (stereo not given)	i	i
O=C(Cc1cccs1)NCC1CCCO1 (stereo not given)	i	i
CCOC(=O)c1c[nH]n(-c2ccccc2)c1=O	i	i
C=C(C)CN1C(=O)C2(OCCO2)c2cc(Br)ccc21	i	i
CC(=O)NC(CC(=O)Nc1nc(-c2ccccc2)c(C(C)=O)s1)c1ccccc1 (stereo not given)	i	i
COc1cc(/C=N/n2c(-c3n[nH]c4c3CCC4)n[nH]c2=S)ccc1O	i	i
NC(=O)N1CCCC1C(=O)Nc1ccc(Cl)c(Cl)c1 (stereo not given)	i	i
